U2OS ROS induce: raises reactive oxygen species in U2OS cancer cells; ROS induction (% of piperlongumine), % at 10 µM; hit rate 2% among 46,000; U2OS ROS induction, H2DCF-DA fluorescence; AID 624156; in the data active = ROS induction above about 79%, passing the limit was not always enough;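 also: 0% = DMSO vehicle median and 100% = reference compound median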
Active calls of the source: *.

SMILES | U2OS ROS induce
COc1ccc(CN(C)C[C@@H]2OCCCC[C@@H](C)Oc3ccc(NC(=O)CCCCCC(=O)Nc4ccccc4N)cc3C(=O)N([C@H](C)CO)C[C@@H]2C)cc1 | 34
C[C@@H]1CN([C@H](C)CO)C(=O)c2cc(NC(=O)Nc3ccccc3)ccc2O[C@H]1CN(C)C(=O)Nc1ccc(C(F)(F)F)cc1 | -8
O=C1C=C(NCc2ccco2)CC(c2ccccc2)C1 (stereo unspecified) | -6
C[C@H](CO)N1C[C@H](C)[C@@H](CN(C)CC2CCCCC2)Oc2c(NC(=O)Nc3cccc4ccccc34)cccc2C1=O | -9
C[C@@H]1CN([C@@H](C)CO)C(=O)Cc2cc(NS(=O)(=O)c3ccc(F)cc3)ccc2O[C@@H]1CN(C)S(=O)(=O)c1ccc(Cl)cc1 | 12
C[C@@H]1CN([C@@H](C)CO)C(=O)c2cccc(NC(=O)Nc3ccc(F)cc3)c2O[C@H]1CN(C)C(=O)Nc1ccc(C(F)(F)F)cc1 | 7
C[C@@H]1CN([C@H](C)CO)C(=O)c2cccc(NC(=O)C3CCOCC3)c2O[C@@H]1CN(C)Cc1ccc(C(=O)O)cc1 | -6
Cc1ccc(S(=O)(=O)N(C)C[C@@H]2Oc3ccc(NC(=O)NC(C)C)cc3CC(=O)N([C@H](C)CO)C[C@H]2C)cc1 | 8
Cc1ccc(S(=O)(=O)Nc2ccc3c(c2)C(=O)N([C@H](C)CO)C[C@H](C)[C@H](CN(C)S(=O)(=O)c2cn(C)cn2)O3)cc1 | -1
Cc1cc(OCC(=O)Nc2c(C)ccc3nsnc23)ccc1Cl | -12
COC(=O)C(CC#Cc1ccc2c(c1)[C@]1(C(=O)N2)[C@H](c2ccc(O)cc2)N2[C@H](c3ccccc3)[C@H](c3ccccc3)OC(=O)[C@H]2[C@@H]1C(=O)NC[C@H](O)c1ccccc1)C(=O)OC | 16
C[C@@H]1CN([C@H](C)CO)C(=O)c2cc(NS(=O)(=O)c3ccccc3)ccc2O[C@H]1CN(C)C | -11
CC(=O)Nc1ccc(NS(C)(=O)=O)cc1 | -19
O=C(NCc1ccccc1)[C@]1(CCS(=O)(=O)c2ccccc2)N=C(c2ccc(OCCCO)cc2)O[C@@H]1c1ccccc1 | 52
C[C@@H]1CN([C@H](C)CO)C(=O)CCCn2nncc2CO[C@@H]1CN(C)Cc1cccc(C(F)(F)F)c1 | 5
C[C@H]1CN([C@@H](C)CO)C(=O)c2cc(NS(=O)(=O)c3ccc(F)cc3)ccc2O[C@@H]1CN(C)S(=O)(=O)c1ccccc1 | -7
COc1ccc(S(=O)(=O)Nc2ccc3c(c2)CC(=O)N([C@@H](C)CO)C[C@H](C)[C@@H](CN(C)Cc2ccncc2)O3)cc1 | -2
CC(C)(C)C(=O)Nc1ccccc1Cc1ccccc1 | -11
CC1CCC23CCC(O[C@@H]4O[C@H](CO)[C@@H](O)[C@H](O)[C@H]4O)C12C(C=O)=CC3(C)C (stereo partly specified) | -2
C[C@H](CO)N1C[C@H](C)[C@H](CN(C)C(=O)Nc2ccc(F)cc2)Oc2ccc(NC(=O)c3ccncc3)cc2C1=O | -3
C[C@H]1CN([C@@H](C)CO)C(=O)c2cccc(NC(=O)c3ccncc3)c2O[C@H]1CN(C)S(C)(=O)=O | -4
CC(C)(C)OC(=O)Nc1cccc(/C=N/NC(=O)c2cccc(C(=O)NO)c2)c1 | -8
C[C@H](CO)N1C[C@H](C)[C@@H](CN(C)C(=O)Nc2cccc3ccccc23)Oc2c(NS(=O)(=O)c3ccc(F)cc3)cccc2C1=O | -2
C[C@@H]1CN([C@@H](C)CO)C(=O)Cc2cc(NC(=O)Cc3cn(C)c4ccccc34)ccc2O[C@@H]1CN(C)C(=O)Nc1ccc(C(F)(F)F)cc1 | 44
C[C@H](CO)N1C[C@H](C)[C@@H](CN(C)C(=O)Nc2ccc(N3CCCCC3)cc2)OCc2cnnn2CCCC1=O | 1
C[C@@H]1CCCCO[C@H](CN(C)S(=O)(=O)c2ccc(Cl)cc2)[C@@H](C)CN([C@H](C)CO)C(=O)c2cc(NC(=O)Cc3ccccc3)ccc2O1 | 42
C[C@H](CO)N1C[C@H](C)[C@H](CN(C)CC2CCCCC2)Oc2c(NC(=O)c3ccc(-c4nccs4)cc3)cccc2C1=O | 13
CCOc1ccc(C(=O)Nc2c(C)ccc3nsnc23)cc1Br | -7
COc1cccc(CNC(=O)Cn2ncn3cccc3c2=O)c1 | -9
CNC[C@H]1Oc2c(NC(=O)c3cnccn3)cccc2C(=O)N([C@H](C)CO)C[C@H]1C | -7
O=C(CSc1nnc(-c2ccncc2)n1-c1ccc(Cl)cc1)Nc1ccc(C(=O)O)cc1 | -10
C[C@@H]1CN([C@H](C)CO)C(=O)c2cccc(NC(=O)c3nc4ccccc4s3)c2O[C@H]1CN(C)Cc1ccc(C(=O)O)cc1 | -8
COC(=O)c1c(NC(=O)Nc2ccc(Cl)c(Cl)c2)sc2c1C(C(=O)OC)CC2 (stereo unspecified) | 14
COC(=O)c1sc2ccccc2c1O | 5
NC(=O)CSc1oc(-c2cccs2)nc1S(=O)(=O)c1ccccc1 | 65
C[C@H]1CN([C@@H](C)CO)C(=O)c2cc(NC(=O)C3CC3)ccc2O[C@H]1CN(C)CC1CCCCC1 | -13
C[C@@H]1CN([C@H](C)CO)C(=O)c2cc(NS(=O)(=O)c3ccc(Cl)cc3)ccc2O[C@@H]1CN(C)C(=O)Nc1ccc(C(F)(F)F)cc1 | 3
CC1CCCN(S(=O)(=O)c2ccccc2)C1 (stereo unspecified) | -8
C[C@H](CO)N1C[C@H](C)[C@@H](CN(C)S(=O)(=O)c2cccs2)Oc2ccc(NC(=O)Nc3ccc(F)cc3)cc2C1=O | 3
O=C(CSc1nc(Nc2ccccc2)nc(Nc2ccccc2)n1)N1CCN(c2ccccc2)CC1 | 32
O=C(COc1ccc(Cl)cc1Cl)Nc1cccc(-c2nnc(-c3ccccc3)o2)c1 | 1
Cc1cc(OCC(=O)Nc2ccccc2C(N)=O)c(C(C)C)cc1Br | -1
C[C@@H]1CN([C@H](C)CO)C(=O)Cc2cc(NC(=O)Nc3ccc(F)cc3)ccc2O[C@H]1CN(C)Cc1ccncc1 | 39
O=C(Nc1nc2ccc(Cl)cc2s1)C1CN(C(c2ccccc2)c2ccccc2)C1 | 10
COc1ccc(NC(=O)Nc2cccc3c2O[C@H](CN(C)Cc2ccc(-c4ccccc4)cc2)[C@@H](C)CN([C@@H](C)CO)C3=O)cc1 | 1
C[C@@H]1CN([C@H](C)CO)C(=O)c2cc(NC(=O)Cc3ccccc3)ccc2O[C@H]1CN(C)C | -9
COc1ccc(CN(C)C[C@@H]2Oc3ccc(NC(=O)Nc4ccccc4)cc3CC(=O)N([C@@H](C)CO)C[C@@H]2C)cc1 | 17
COc1ccc(S(=O)(=O)N(C)C[C@@H]2Oc3c(NC(=O)c4cc(C)nn4C)cccc3C(=O)N([C@@H](C)CO)C[C@H]2C)cc1 | 0
C[C@@H]1CN([C@H](C)CO)C(=O)c2cccc(NC(=O)C3CCCCC3)c2O[C@@H]1CN(C)C(=O)Nc1ccc(C(F)(F)F)cc1 | -3
Cc1ccc(NC(=O)C(C)NS(=O)(=O)c2ccc(F)cc2)cc1Cl (stereo unspecified) | -6

(next part)
SMILES | U2OS ROS induce
O=C(CCCCCCC(=O)Nc1ccccc1O)N/N=C/c1ccoc1 | 4
COc1ccc(NC(=O)CSc2nc(-c3ccccc3)c(-c3ccccc3)o2)cc1OC | 10
CCc1ccc(OCCNC(=O)c2ccco2)cc1 | -4
C[C@H](CO)N1C[C@H](C)[C@H](CN(C)S(=O)(=O)c2ccc(F)cc2)Oc2ccc(NC(=O)Nc3ccc(C(F)(F)F)cc3)cc2C1=O | -9
O=C(Cn1c(=O)oc2cc(S(=O)(=O)NC3CCCCC3)ccc21)N1CCCCCC1 | -5
O=C(Cn1c(=O)oc2ccccc21)Nc1cccc(C(=O)O)c1 | -3
CC(C)NC(=O)Nc1ccc2c(c1)C(=O)N([C@H](C)CO)C[C@H](C)[C@@H](CN(C)C(=O)c1ccccc1)OCCCC[C@@H](C)O2 | 53
Cc1cc(C)cc(NC(=O)c2ccc(CSc3nnc(-c4cccc([N+](=O)[O-])c4)n3C)cc2)c1 | 20
O=C(CSc1nnnn1-c1ccccc1)NC(C(=O)O)(c1ccccc1)c1ccccc1 | -1
Cc1ccc(S(=O)(=O)Nc2ccc3c(c2)C(=O)N([C@H](C)CO)C[C@H](C)[C@H](CN(C)C(=O)Nc2ccc(F)cc2)OCCCC[C@@H](C)O3)cc1 | 23
COc1ccc(NC(=O)N2CCN(C/C=C/c3ccccc3)CC2)cc1 | 4
O=C(O)CCc1ccc(-c2cccs2)n1CC1CCCO1 (stereo unspecified) | -14
C[C@H]1CN([C@@H](C)CO)C(=O)Cc2cc(NC(=O)Nc3ccc(F)cc3)ccc2O[C@H]1CN(C)S(C)(=O)=O | 27
C[C@H]1CN([C@@H](C)CO)C(=O)c2cccc(NS(=O)(=O)c3cccs3)c2O[C@@H]1CN(C)C(=O)NC1CCCCC1 | -2
C[C@@H]1CN([C@H](C)CO)C(=O)CCCn2cc(nn2)CO[C@@H]1CN(C)S(=O)(=O)c1ccccc1F | -20
COc1ccc(S(=O)(=O)Nc2cccc3c2O[C@H](CN(C)S(=O)(=O)c2cn(C)cn2)[C@H](C)CN([C@H](C)CO)C3=O)cc1 | -2
C[C@H]1CN([C@@H](C)CO)C(=O)c2cc(N(C)C)ccc2O[C@H]1CN(C)C(=O)NC1CCCCC1 | 10
O=C(CCCCCCC(=O)Nc1ccccc1O)N/N=C/c1ccc(I)cc1 | 5
C[C@@H]1CN([C@H](C)CO)C(=O)c2cccc(NC(=O)CCCCCC(=O)Nc3ccccc3N)c2O[C@@H]1CN(C)Cc1ccc(Oc2ccccc2)cc1 | 9
O=C(c1cccnc1)N(C1CCCCC1)C1CCCCC1 | 6
COc1ccc(C(=O)Nc2ccc3c(c2)C(=O)N(C)C3=O)cc1OC | 11
C[C@@H]1CN([C@@H](C)CO)C(=O)c2cc(NC(=O)NC3CCCCC3)ccc2O[C@H]1CN(C)Cc1ccc(Cl)c(Cl)c1 | -2
O=C(Cc1ccccc1)Nc1cccc(S(=O)(=O)c2cccc(NC(=O)Cc3ccccc3)c2)c1 | 10
COc1ccc(C2c3ccsc3CCN2C(=O)NC(C)(C)C)cc1 (stereo unspecified) | 7
CCc1ccc(CCC(=O)Nc2ccc(Br)cc2)o1 | -7
COC(=O)CCSc1ncnc2c1sc1nc(N3CCOCC3)c3c(c12)CCCC3 | 24
C[C@@H]1CN([C@H](C)CO)C(=O)c2cc(NC(=O)Cc3cn(C)c4ccccc34)ccc2O[C@@H]1CN(C)Cc1ccc(C(F)(F)F)cc1 | 2
C[C@H](CO)N1C[C@H](C)[C@@H](CN(C)C(=O)Nc2ccc(F)cc2)Oc2c(NC(=O)Nc3cccc4ccccc34)cccc2C1=O | -6
COc1ccc(S(=O)(=O)Nc2ccc3c(c2)CC(=O)N([C@@H](C)CO)C[C@H](C)[C@H](CN(C)S(=O)(=O)c2ccc(C)cc2)O3)cc1 | 10
O=C1c2ccccc2C(=O)N1CCCc1nc(-c2cccc([N+](=O)[O-])c2)no1 | 1
CC(=O)n1c2c(c3ccccc31)OC(N)=C(C#N)C2c1ccc(C(C)C)cc1 (stereo unspecified) | 2
Nc1cc(C(F)(F)F)ccc1Sc1nc2ccccc2s1 | 2
CC(=O)N/C(N)=N/c1nc2ccccc2o1 | -12
COc1ccc(NC(=O)N(C)C[C@H]2OCCCC[C@@H](C)Oc3ccc(NS(=O)(=O)c4c(C)noc4C)cc3C(=O)N([C@H](C)CO)C[C@@H]2C)cc1 | -3
CCCCc1ccc(-c2csc(NC(=O)c3ccccc3[N+](=O)[O-])c2C(N)=O)cc1 | 13
COC(=O)[C@H]1[C@H]2C[C@@H]3c4[nH]c5cc(OC)ccc5c4CCN3C[C@H]2C[C@@H](OC(=O)/C=C/c2cc(OC)c(OC)c(OC)c2)[C@@H]1OC | 20
COc1ccc(S(=O)(=O)Nc2ccc3c(c2)C(=O)N([C@@H](C)CO)C[C@H](C)[C@H](CN(C)Cc2ccc(-c4ccccc4)cc2)O3)cc1 | 5
Cc1ccc(C(C)C)c(OCC(=O)Nc2ncc(I)cc2C)c1 | 1
O=C1CSC(c2ccccc2)N1c1cccnc1 (stereo unspecified) | -24

An excerpt of these results, in CSV form:
molecule,U2OS ROS induce
COC(=O)CCSc1ncnc2c1sc1nc(N3CCOCC3)c3c(c12)CCCC3,24
C[C@@H]1CN([C@H](C)CO)C(=O)c2cc(NC(=O)Cc3cn(C)c4ccccc34)ccc2O[C@@H]1CN(C)Cc1ccc(C(F)(F)F)cc1,2
C[C@H](CO)N1C[C@H](C)[C@@H](CN(C)C(=O)Nc2ccc(F)cc2)Oc2c(NC(=O)Nc3cccc4ccccc34)cccc2C1=O,-6
COc1ccc(S(=O)(=O)Nc2ccc3c(c2)CC(=O)N([C@@H](C)CO)C[C@H](C)[C@H](CN(C)S(=O)(=O)c2ccc(C)cc2)O3)cc1,10
O=C1c2ccccc2C(=O)N1CCCc1nc(-c2cccc([N+](=O)[O-])c2)no1,1
CC(=O)n1c2c(c3ccccc31)OC(N)=C(C#N)C2c1ccc(C(C)C)cc1 (stereo unspecified),2
Nc1cc(C(F)(F)F)ccc1Sc1nc2ccccc2s1,2
CC(=O)N/C(N)=N/c1nc2ccccc2o1,-12
COc1ccc(NC(=O)N(C)C[C@H]2OCCCC[C@@H](C)Oc3ccc(NS(=O)(=O)c4c(C)noc4C)cc3C(=O)N([C@H](C)CO)C[C@@H]2C)cc1,-3
CCCCc1ccc(-c2csc(NC(=O)c3ccccc3[N+](=O)[O-])c2C(N)=O)cc1,13
COC(=O)[C@H]1[C@H]2C[C@@H]3c4[nH]c5cc(OC)ccc5c4CCN3C[C@H]2C[C@@H](OC(=O)/C=C/c2cc(OC)c(OC)c(OC)c2)[C@@H]1OC,20

Screens as filed in PubChem.

Only part of the results is shown. The share of hits here may be higher or lower than overall.
